BaF3 tox = reduces parental Ba/F3 cell viability, JAK2V617F counter-screen; CellTiter-Glo ATP luminescence; inhibition, % at 5.6 µM; 220,000 compounds, 1.1% hits; AID 1486;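 active = inhibition above a per-campaign cutoff, the mean inhibition of all tested compounds plus 3 SD, cut at about 27% in these data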;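 note: 0% = DMSO wells and 100% = JAK Inhibitor I control wells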
p97 ATPase inh = human p97 ATPase inhibition. recombinant p97 ATPase, Kinase-Glo ATP luminescence, 3 h. inhibition, % at 8 µM. 220,000 compounds, 0.42% hits; in the data active = inhibition above about 15%;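 note: 0% = DMSO vehicle and 100% = wells lacking enzyme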
EP2 antag = inhibitors of human EP2 prostaglandin E2 receptor. AID 1422. inhibition, % at 25 µM. C6 glioma cells expressing human EP2, cAMP TR-FRET; cells stimulated with saturating PGE2. 260,000 compounds, 0.52% hits;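 active = percent inhibition above 40 after rounding to a whole number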;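 note: rat C6 glioma host cells with rolipram phosphodiesterase inhibitor present; the protocol text gives 20 µM as final concentration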
RBBP9 inh = blocks human serine hydrolase RBBP9; recombinant RBBP9, FP-Rh probe fluorescence polarization; inhibition, % at 7.94 µM; 220,000 compounds, 0.2% hits; AID 1515;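 active = inhibition above the campaign mean of all tested compounds plus 3 SD, cut at about 14% in these data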;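 note: plate controls were DMSO wells with RBBP9 for no effect and wells lacking RBBP9 protein for full effect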
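system = RBBP9 protein | input = RBBP9 at 2.5 µM in dispensed solution, before mixing | measured by = fluorescence polarization (mP), excitation 525 nm, emission 598 nm | incubation = enzyme-compound preincubation 30 min, then probe labeling 45 min, 25 °C | buffer or medium = Tris-NaCl-Pluronic buffer, pH 8.0 | compound = single dose 7.94 µM | also added = FP-Rh probe, 375 nM dispensing solution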
Furin inhibitor = inhibitors of human furin. P09958. purified furin, fluorogenic substrate cleavage. inhibition, % at 30 µM. 220,000 compounds, 0.061% hits; in the data active = inhibition above about 25%; note: inactives centre near -15
Target sequence (P09958 108-714 limits assumed): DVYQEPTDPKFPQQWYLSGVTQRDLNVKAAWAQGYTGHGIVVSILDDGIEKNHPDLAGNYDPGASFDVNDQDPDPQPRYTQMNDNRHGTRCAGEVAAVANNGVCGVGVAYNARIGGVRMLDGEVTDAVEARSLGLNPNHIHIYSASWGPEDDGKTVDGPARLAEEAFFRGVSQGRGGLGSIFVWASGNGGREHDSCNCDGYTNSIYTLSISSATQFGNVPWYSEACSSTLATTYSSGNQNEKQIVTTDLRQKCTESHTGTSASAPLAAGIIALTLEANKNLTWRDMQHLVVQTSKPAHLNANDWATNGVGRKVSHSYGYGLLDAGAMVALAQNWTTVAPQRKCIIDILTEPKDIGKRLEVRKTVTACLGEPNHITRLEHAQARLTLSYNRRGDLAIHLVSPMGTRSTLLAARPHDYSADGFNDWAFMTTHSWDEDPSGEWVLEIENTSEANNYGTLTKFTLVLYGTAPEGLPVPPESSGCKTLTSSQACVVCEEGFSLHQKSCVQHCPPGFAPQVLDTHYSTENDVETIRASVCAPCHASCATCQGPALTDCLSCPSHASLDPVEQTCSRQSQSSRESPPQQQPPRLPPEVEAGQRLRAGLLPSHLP
Ba/F3 V617F tox = loss of viability in JAK2V617F-driven Ba/F3 cells; Ba/F3 EpoR-JAK2V617F viability, ATP luminescence; inhibition, % at 5.6 µM; 220,000 compounds, 1.1% hits; AID 1446;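 active = inhibition above the campaign mean plus 3 SD over all tested compounds, cut at about 24% in these data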;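 note: cytokine-independent growth of Ba/F3 cells driven by EpoR plus mutant JAK2; 0% = DMSO-treated cells and 100% = JAK inhibitor I control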
PPC-1+TRAIL kill = compounds killing PPC-1 cancer cells with TRAIL present (potentiator screen, no TRAIL-free arm). 220,000 compounds, 0.41% hits. cell killing (% activity), % at 4 µM. PPC-1 cells + TRAIL, ATPLite viability luminescence;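 active = cell killing above 50% in the first pass at 4 µM, then a duplicate retest at 5 µM averaging 50% or more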;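 note: plate controls were cells with TRAIL plus DMSO for no effect and medium-only wells lacking cells for full effect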
p47phox inh = blocks human p47phox regulatory protein of NADPH oxidases; P14598; p47phox/p22phox peptide binding, fluorescence polarization, 2 h; inhibition, % at 24.7 µM; 220,000 compounds, 0.53% hits;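 active = inhibition above about 30%, limit read from the data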;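 note: 0% = p47phox with labelled peptide and 100% = labelled peptide alone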
Target sequence (P14598 whole entry, looked up): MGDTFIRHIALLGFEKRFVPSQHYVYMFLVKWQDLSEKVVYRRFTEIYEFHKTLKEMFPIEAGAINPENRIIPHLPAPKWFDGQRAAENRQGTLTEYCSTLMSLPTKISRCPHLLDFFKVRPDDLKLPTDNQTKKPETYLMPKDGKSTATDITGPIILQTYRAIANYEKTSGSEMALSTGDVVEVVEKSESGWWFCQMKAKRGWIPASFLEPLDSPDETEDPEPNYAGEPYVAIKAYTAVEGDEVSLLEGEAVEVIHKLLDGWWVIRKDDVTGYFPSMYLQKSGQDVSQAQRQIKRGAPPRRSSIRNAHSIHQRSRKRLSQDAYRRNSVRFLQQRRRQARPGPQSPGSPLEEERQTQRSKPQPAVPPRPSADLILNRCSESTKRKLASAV
TbHK1 inh = T. brucei hexokinase 1 inhibition. inhibition, % at 10 µM. AID 1430. recombinant TbHK1, G6PDH-coupled NADH A340. 220,000 compounds, 0.11% hits;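 active = inhibition of 50% or more in the single-dose primary screen; inactive = inhibition below 50%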
Starred values were filed as active, the others as inactive; / = not tested or not shown; & = joins results of further samples; [ ] = another dose, or the depositor's remark. The list is partial; count on the stated rates, not on these rows.

structure	BaF3 tox	Ba/F3 V617F tox	EP2 antag	Furin inhibitor	p47phox inh	TbHK1 inh	PPC-1+TRAIL kill	RBBP9 inh	p97 ATPase inh
O=C(Cn1cccc1C(=O)c1ccccc1)NCc1ccccn1	5	1	1	-13	-14	-4	20	-1	-5
COc1ccc(/C=C/C(=O)Nc2ccccc2Cl)cc1S(=O)(=O)N1CCOCC1	0	1	3	-26	-8	-23	6	-1	7
O=C(CS(=O)(=O)Cc1ccccc1)Nc1ccc(S(=O)(=O)N2CCOCC2)cc1	6	-3	3	-22	2	2	28	-1	3
Cc1ccc(S(=O)(=O)N(C)C)cc1N	7	-1	12	-23	-5	-1	-2	4	5
CC(=O)c1c(C)[nH]c(C(=O)Nc2c(C)n(C)n(-c3ccccc3)c2=O)c1C	5	-3	8	-21[20 µM]	12	-3	0	-7	3
CC(C#N)(Nc1ccc(Cl)cc1)c1cccnc1 (stereo not given)	2	0	12	-17	-12	18	18	-13	-1
Fc1ccc(Oc2cc(N3CCOCC3)nc(-c3ccccc3)n2)c(F)c1	4	-3	13	-23[20 µM]	-5	-3	15	-8	0
O=C(Nc1ccc(S(=O)(=O)NCC2CCCO2)cc1)c1ccc(Cl)cc1[N+](=O)[O-] (stereo not given)	4	-3	8	-24	-10	-2	26	2	4
Cc1ccc(S(=O)(=O)NC(c2ccccc2)C(C)C(=O)n2nc(C)cc2C)cc1 (stereo not given)	14	64*	18	-3[20 µM]	-2	4	-5	-20	-4
Cn1nc(C(F)(F)F)c2cc(NC(=O)OCc3ccc(C(C)(C)C)cc3)sc21	-1	-6	/	-8[20 µM]	-8	-2	-13	9	2
CC(C)CCOCC(O)CCC(=O)NNC(=S)Nc1ccccc1 (stereo not given)	6	2	5	-22	-11	3	6	-7	2
CCNc1nc(NCC)nc(SCCOC(=O)Nc2ccc(Cl)cc2Cl)n1	0	-3	4	-1	-11	0	4	-4	-2
N#C/C(=C/c1ccc(N2CCCC2)c([N+](=O)[O-])c1)c1nc2ccccc2[nH]1	5	-3	7	-10[20 µM]	-5	-3	-4	-8	4
O=C(NC1CC2CCCC(C1)N2Cc1ccco1)NC12CC3CC(CC(C3)C1)C2 (stereo not given)	3	0	9	-19	-1	9	7	-11	7
CCOC(=O)COc1ccsc1C(=O)OC	5	-1	4	-27[20 µM]	-12	6	-3	2	4
COc1cc(OC)cc(-n2nc(C(=O)NCCCN3CCOCC3)c3ccccc3c2=O)c1	3	-1	6	-24	0	-2	8	-6	4
C#CCNC(=O)C1=C[C@H](c2cn(C(C)=O)c3ccccc23)[C@@H](CCCO)[C@H](OCC)O1	-3	-1	17	-24	/	-7	20	3	-1
CCN1C=C(Cc2ccc(F)cc2)C2=C(C1)C(c1ccc(F)cc1)C(C#N)=C(N)O2 (stereo not given)	3	-2	19	-16[20 µM]	-8	-5	1	-12	-1
COc1ccc(CCNC(=O)COC(=O)Cn2cnc3ccccc32)cc1OC	1	-5	13	-23	1	3	-12	-4	6
CC(C)CC1=NN(C(=O)c2cccnc2)C(O)(C(F)(F)F)C1 (stereo not given)	5	-1	5	-18	-14	3	0	1	1
CCOc1ccc2nc(N3CCCCCC3)sc2c1	5	0	10	-21	-4	-1	25	-7	-3
O=C1c2cc(Cl)ccc2OC2(CCNCC2)C12CC(c1ccc(Cl)cc1)=NO2 (stereo not given)	/	/	7	-16	2	0	16	/	/
NNc1nc(C(F)(F)F)nc2ccccc12	7	0	3	-21	7	-5	8	3	4
COC(=O)CN(c1nc(C)c(Cl)c(OC)n1)S(=O)(=O)c1ccc(C)cc1	5	0	19	-10	2	7	-14	1	0
COc1ccccc1NC(=O)Nc1nc(C(C)(C)C)cs1	8	5	12	-20	2	5	21	-6	-2
CCOC(=O)C(C)Oc1ccc2c(C)cc(=O)oc2c1C(C)=O (stereo not given)	5	2	6	-8[20 µM]	-3	-11	18	-6	-5
Cc1ccc(OCC(=O)Nc2ccccc2[N+](=O)[O-])c(Br)c1	4	-4	7	-20	-9	1	14	2	0
O=C(NCc1cccc(C(F)(F)F)c1)C1CC(c2ccccc2C(F)(F)F)=NO1 (stereo not given)	/	/	19	-29	-10	5	18	/	/
CCCS(=O)(=O)C/C(N)=N/OC(=O)c1ccccc1Cl	-1	-2	4	-20	-6	-7	15	-3	5
CCOc1ccc(N2CC(C(=O)Nc3c(C)n(C)n(-c4ccccc4)c3=O)CC2=O)cc1 (stereo not given)	4	1	6	-19	2	-6	-2	0	0
O=C(C1CCCCN1S(=O)(=O)c1ccccc1)N1CCN(Cc2ccccc2)CC1 (stereo not given)	6	1	9	-16[20 µM]	-3	-1	35	-2	-1
COc1ccccc1CNCC(=O)Nc1ccc(C(F)(F)F)cc1	0	-1	-1	-26	-4	14	13	5	0
CCCCN(CC)S(=O)(=O)c1ccc2c(c1)CCCN2C(C)=O	0	-3	11	-4[20 µM]	-10	7	11	-3	-2
CCCCCCOc1ccc(N2C(=O)CC(N(CCc3ccc(S(N)(=O)=O)cc3)C(C)=O)C2=O)cc1 (stereo not given)	12	-2	5	-27	-5	-1	-2	2	2
CC(C)(C)n1nnnc1C(c1cccnc1)N1CCN(c2ccccc2F)CC1 (stereo not given)	-1	-3	10	-22[20 µM]	5	4	14	-3	3
COc1ccc(Cn2c(C3CCCCC3)nc3c(c(=O)c4ccccc4n3C)c2=O)cc1	-1	0	18	-16	4	0	12	-4	3
CCOC(=O)c1sc(NC(=O)CSc2nc(-c3ccco3)cc(C(F)(F)F)n2)c(C#N)c1C	2	-4	23	-17[20 µM]	-28	-11	-2	-4	3
COc1ccccc1-c1nnc(SCC(=O)Nc2ccc(S(N)(=O)=O)cc2)n1N	1	-2	10	-2	4	0	8	-8	6
COc1ccc(CC(=O)N(C)C2CCCCC2)cc1S(=O)(=O)N1CCOCC1	2	-4	2	-8	-6	-3	7	0	7
CC(C)(C)N1CC(c2nc3ccccc3n2CCOc2ccccc2)CC1=O (stereo not given)	8	1	22	-24[20 µM]	-9	13	6	-1	-4
O=C(NN1C(=O)c2ccccc2NC1c1ccccn1)c1ccc(Br)cc1 (stereo not given)	3	4	11	-17[20 µM]	-9	-4	-24	3	-1
COC(=O)c1c(C)oc2ccc(OC(=O)N3CCOCC3)cc12	3	1	14	-27	-10	3	2	-5	2
CC1(C)CC2CC(C)(CN2C(=O)Cc2ccccc2)C1 (stereo not given)	2	-3	8&14	-4[20 µM]	-5	-5	14	-1	-3
O=C(Cc1ccc(Cl)cc1)N/N=C/c1ccccc1	3	1	8	-20	-5	2	/	-1	-2
Cc1nn(C)c(C)c1NC(=O)c1ccccc1NC(=O)Nc1ccccc1	3	-2	4	-33	6	-6	3	-7	2
Cc1cc(N2CC(C)OC(C)C2)n2cc(-c3ccccc3)nc2n1 (stereo not given)	3	5	5	-10	0	-15	13	-11	-3
O=C1/C(=C/c2ccco2)Oc2c1ccc(O)c2CN1CCCCC1	1	-4	8	-18	-38	-67	-5	-2	14
Cc1cc(C)cc(C(=O)OCC(=O)NCc2cccs2)c1	2	-4	9	-8	-5	0	13	-6	6
O=C(Nc1cc(F)ccc1F)C1CCCO1 (stereo not given)	2	0	5	-10[20 µM]	-4	44	1	-2	-4
COc1ccc(C2C3=C(CCCC3=O)Nc3nc4ccccc4n32)cc1OC (stereo not given)	3	-5	/	-13[20 µM]	/	-7	/	4	6
CC(O)C(NS(=O)(=O)c1ccc(Cl)cc1)C(=O)OCc1cc([N+](=O)[O-])cc2c1OCOC2 (stereo not given)	5	0	7	-19	-2	-15	34	-2	-2
COc1ccc(OCCNS(=O)(=O)c2ccc3oc4ccccc4c3c2)cc1	5	3	14	-11	-10	3	-1	-6	-6
O=C(CN1CCc2ccccc21)NN1CC(=O)N(c2ccccc2)CC1=O	2	-3	5	-17	-5	-3	16	-3	10
Cc1nc(CS(=O)c2ccc(Cl)cc2)cc(NCc2ccc(Cl)cc2Cl)n1 (stereo not given)	2	1	7	5[20 µM]	0	-11	-18	-9	-10
CN(C)c1ccc(CNCCC2CCOC(C)(C)C2)cc1 (stereo not given)	2	-1	16	-24[20 µM]	-11	2	7	-1	5
Cc1c(NC(=O)NC(C)N2C(=O)C3C4C=CC(C4)C3C2=O)c(=O)n(-c2ccccc2)n1C (stereo not given)	6	-1	16	-15	-16	6	11	-5	4
C=CCc1ccccc1OCC(O)CN1CCN(CCN2C(=O)c3cccc4cccc(c34)C2=O)CC1 (stereo not given)	8	4	8	-7	-3	-19	42	-11	-11
CCOC(=O)CSc1nnc(Cc2ccccc2)n1CC1CCCO1 (stereo not given)	2	2	5&6	-20	-8	2	19	-9	-1
CCCSc1nc2c(c(=O)[nH]c(=O)n2C)n1Cc1ccc(C)cc1	6	-1	2	-22	33*	2	3	2	3
COc1ccc(CNC(=O)CN(Cc2ccc(Cl)cc2)S(=O)(=O)c2ccccc2)cc1	7	2	11	-6[20 µM]	-1	2	19	-11	-6

Some of the entries so far, with two lines to a compound:
Screens in order – BaF3 tox, Ba/F3 V617F tox, EP2 antag, Furin inhibitor, p47phox inh, TbHK1 inh, PPC-1+TRAIL kill, RBBP9 inh, p97 ATPase inh
- COc1ccc(Cn2c(C3CCCCC3)nc3c(c(=O)c4ccccc4n3C)c2=O)cc1
    -1, 0, 18, -16, 4, 0, 12, -4, 3
- CCCCN(CC)S(=O)(=O)c1ccc2c(c1)CCCN2C(C)=O
    0, -3, 11, -4[20 µM], -10, 7, 11, -3, -2

Other records follow.
structure	BaF3 tox	Ba/F3 V617F tox	EP2 antag	Furin inhibitor	p47phox inh	TbHK1 inh	PPC-1+TRAIL kill	RBBP9 inh	p97 ATPase inh
Cn1nc(SCC(=O)O)sc1=S	2	-3	4	-27	-14	-6	3	-5	6
Cc1cc(-c2nnc(CCC(=O)NC(C)c3ccccc3Cl)o2)no1 (stereo not given)	0	-2	3	-9	-7	-4	26	-6	3
Cc1c(NC(=S)N/C(=N/S(=O)(=O)c2ccc(Cl)cc2)c2ccccc2)c(=O)n(-c2ccccc2)n1C	0	2	7	-4	-5	-8	10	0	-5
COc1ccc(NC(=O)C2C3CCC4C(CCC32)C4(Cl)Cl)cc1 (stereo not given)	3	1	5	-16	0	5	20	4	1
CC1(C)N=C(N)N=C(N)N1c1ccc(C(=O)O)cc1	5	3	/	-19[20 µM]	-6	-4	13	1	-2
Cc1csc(NC(=O)CSc2nc3ccccc3s2)n1	2	-3	8	-14[20 µM]	1	6	16	-10	0
COC(=O)c1ccccc1NC(=O)c1ccc(COc2ccccc2)o1	5	-1	9	-10[20 µM]	-20	-7	47	2	-6
O=C(O)c1ccc(-c2nc3scc(-c4ccccc4)c3c(=O)[nH]2)cc1	-2	-4	41*	-12	-10	-48	5	-5	-7
CCOC(=O)c1cnc(-n2nc(C)cc2C)nc1Nc1ccccc1OC	1	0	4	-23	-16	-9	12	-1	-5
O=C(CN1CCN(Cc2ccccc2)CC1)N/N=C/c1c[nH]c2ccccc12	5	-2	10	-27	-31	-14	-3	-11	5
Cc1nnc(SCC(=O)n2c3c(c4ccccc42)CCCC3)s1	4	1	10	-12[20 µM]	-23	3	0	-13	-8
Cc1ccccc1C(=O)Nc1nnc(CC(=O)N/N=C/c2ccco2)s1	-9	3	4	-18	16	4	4	1	1

Screening data (PubChem BioAssay)
